Screening results: PubChem BioAssay, several laboratories
aSyn UTR inh: MLPCN primary screen, SNCA 5' untranslated region. alpha-synuclein 5'UTR reporter, inhibitor activity. inhibition, % (tested at 7.5 µM). 300,000 compounds, 0.82% hits; in the data active = inhibition above about 60%;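 also: H4 neuroglioblastoma cells stably carrying SNCA 5'UTR luciferase fusion; 0% = DMSO wells and 100% = positive control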
TRPC4 act: activators of mouse TRPC4 channel. 310,000 compounds, 0.49% hits. HEK293 TRPC4beta/mu-opioid, Fluo4 calcium fluorescence; stronger effect = higher value. B-score at 10 µM. Q9QUQ5;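 active = B-score above 5 SD of library B-scores, and initial fluorescence ratio not above library mean plus 5 SD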;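 also: positive B-score marks a calcium rise read as TRPC4 activation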
Target sequence (Q9QUQ5 whole entry, looked up): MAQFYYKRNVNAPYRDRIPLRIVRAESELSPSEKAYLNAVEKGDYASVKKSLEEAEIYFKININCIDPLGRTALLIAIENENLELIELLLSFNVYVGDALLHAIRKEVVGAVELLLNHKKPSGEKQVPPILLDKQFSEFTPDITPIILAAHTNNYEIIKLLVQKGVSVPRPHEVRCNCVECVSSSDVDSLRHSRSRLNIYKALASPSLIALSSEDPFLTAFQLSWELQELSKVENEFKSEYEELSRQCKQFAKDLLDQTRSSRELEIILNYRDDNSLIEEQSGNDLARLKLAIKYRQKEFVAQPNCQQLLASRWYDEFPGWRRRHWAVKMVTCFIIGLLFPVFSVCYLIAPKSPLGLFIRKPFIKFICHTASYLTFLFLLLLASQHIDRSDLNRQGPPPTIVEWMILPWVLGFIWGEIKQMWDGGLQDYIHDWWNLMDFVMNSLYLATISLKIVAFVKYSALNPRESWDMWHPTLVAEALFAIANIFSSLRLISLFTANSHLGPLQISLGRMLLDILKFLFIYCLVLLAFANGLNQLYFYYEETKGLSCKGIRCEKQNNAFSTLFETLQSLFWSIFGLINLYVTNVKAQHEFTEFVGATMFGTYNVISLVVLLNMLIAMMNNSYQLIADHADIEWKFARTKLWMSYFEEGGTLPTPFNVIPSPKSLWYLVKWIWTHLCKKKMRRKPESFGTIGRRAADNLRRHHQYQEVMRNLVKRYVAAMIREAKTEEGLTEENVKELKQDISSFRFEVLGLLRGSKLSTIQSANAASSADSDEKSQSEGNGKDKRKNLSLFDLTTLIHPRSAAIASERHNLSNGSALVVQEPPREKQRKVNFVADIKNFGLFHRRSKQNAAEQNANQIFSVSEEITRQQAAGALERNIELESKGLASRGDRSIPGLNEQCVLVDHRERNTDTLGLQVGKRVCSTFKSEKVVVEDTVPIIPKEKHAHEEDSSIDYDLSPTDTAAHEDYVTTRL
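Assay system: HEK293 cells stably co-expressing mouse TRPC4beta and mu-opioid receptor / Timing: Fluo4 dye loading 45 min at room temperature, 110 s recording / Signal: Fluo4 calcium-sensitive dye fluorescence, kinetic, 1 Hz baseline / Read-out: integrated baseline-normalised fluorescence ratio, converted to per-well B score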
TRPC4 inh: blocks the mouse TRPC4 cation channel; Q9QUQ5; HEK293 TRPC4beta/mu-opioid, DAMGO-evoked Fluo4 calcium flux; stronger effect = lower value; B-score at 10 µM; 300,000 compounds, 0.39% hits; AID 2247;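 active = B-score over 3 SD under the library average, no early fluorescence shift, positive overall ratio signal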
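Material: HEK293 cells with stable TRPC4beta plus mu-opioid receptor expression; probe or stimulus: DAMGO in two steps, submaximal then maximal; technique: Fluo4 calcium fluorescence by kinetic imaging, 5 s 1 Hz baseline; measure: integrated fluorescence ratio relative to baseline, converted to per-well B score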
TRPC6 act: activators of mouse TRPC6 channel; HEK293-TRPC6 membrane potential dye fluorescence; stronger effect = higher value; B-score at 10 µM; 310,000 compounds, 0.13% hits;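 active = B-score of the integrated fluorescence ratio above library mean plus 3 SD, and starting fluorescence ratio within library mean plus 5 SD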;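 also: higher score means more depolarization so channel activation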
IEC-6 tox: IEC-6 cytotoxicity, counter-screen for KLF5 inhibitors; luminescence viability; inhibition, % at 5 µM; 290,000 compounds, 0.78% hits; in the data active = inhibition above about 22%;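 also: 0% = plate median of test compound wells and 100% = cytotoxic reference compound wells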
HIF activator: HIF pathway transcriptional activation; activation, % at 7.5 µM (by protocol); U2OS HRE-luciferase reporter, luminescence; normalized: DMSO 0%, desferrioxamine 100%; 300,000 compounds, 0.32% hits;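 active = mean activation of at least 10% of the iron chelator positive control signal, with at least half of replicates also reaching 10%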
TRPC4 PAM: TRPC4 (mouse) allosteric potentiation; 310,000 compounds, 0.42% hits; B-score at 10 µM; HEK293 TRPC4beta/mu-opioid, DAMGO EC20, Fluo-4 Ca2+ flux; stronger effect = higher value; Q9QUQ5;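 active = B-score of calcium response area above 5 SD of library B-scores, with initial fluorescence ratio within 5 SD of library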;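 also: B-score of integrated fluorescence ratio over time as area under calcium response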
KLF5 inh: suppresses KLF5 promoter-driven expression. DLD-1 KLF5 promoter-luciferase reporter, luminescence. inhibition, % at 5 µM. 290,000 compounds, 0.23% hits. AID 1700;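 active = inhibition above a per-plate limit of that plate's mean compound inhibition plus 3 SD, cut at about 60% in these data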;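 also: 0% = DMSO wells and 100% = LY294002 at 200 µM; higher means less KLF5 promoter-driven luciferase light; inactives centre near -14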
MrgX1 antagonist: blocks BAM8-22 activation of human MrgX1 receptor; Q96LB2; 310,000 compounds, 1.3% hits; MRGX1-HEK293 calcium flux, Fluo-4, BAM8-22 antagonism; stronger effect = lower value; B-score at 10 µM; AID 588676;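 active = calcium-response B-score plate-corrected more than 3 library SD below zero, starting fluorescence within 5 deviations, no agonist response on first addition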;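 also: peak minus trough fluorescence over baseline after final BAM8-22 challenge near maximal dose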
SKKanGAS inh: inhibitors of SKKanGAS S. pyogenes growth in kanamycin (SK-promoter or general growth effect); BacTiter-Glo, 6 h; inhibition, % at 7.5 µM; 300,000 compounds, 1.3% hits; AID 1662;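 active = mean replicate score, as percent of positive control median, at least 50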;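 also: strain carries kanamycin resistance gene driven by streptokinase promoter and grows in 40 µg/ml kanamycin; loss of luminescence reflects streptokinase promoter inhibition or plain growth inhibition; 0% = median of DMSO wells and 100% = positive control at its reference dose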
TRPC6 inhibitor: blocks the mouse TRPC6 cation channel | Q61143 | HEK293-TRPC6, membrane potential dye, ACh-evoked depolarization; stronger effect = lower value | 310,000 compounds, 1.1% hits | AID 2553 | B-score at 10 µM;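 active = B-score under library mean minus 3 SD, initial fluorescence not abnormally high, positive integrated signal ratio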;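 also: B-score derived from integrated fluorescence ratio over the kinetic read; more negative B-score means stronger inhibition of depolarization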
* = called active by the depositor; i = inactive; nt = not tested or not shown.

no.	canonical_smiles	aSyn UTR inh	TRPC4 act	TRPC4 inh	TRPC6 act	IEC-6 tox	HIF activator	TRPC4 PAM	KLF5 inh	MrgX1 antagonist	SKKanGAS inh	TRPC6 inhibitor
1	NC(=O)COc1ccccc1C(=O)NC12CC3CC(CC(C3)C1)C2	9	i	i	i	2	0.4	i	-8	i	-2	i
2	CCOc1ccc(C(=O)NC2CCN(C(=O)NCc3ccccc3)CC2)cc1	24	i	i	i	-3	-0.8	i	-29	i	-3	i
3	O=C1CCCN2N=C(SCC(=O)Nc3cccc(C(F)(F)F)c3)SC2=N1	-5	i	i	i	-4	0.2	i	-20	i	2	i
4	CC(C)C(c1nnnn1Cc1ccc(F)cc1)N1CCN(C2CCCCC2)CC1 (stereo unspecified)	-33	i	i	i	1	0.0	i	-18	i	-4	i
5	Cn1cc(S(=O)(=O)N2CCC3(CC2)OCCO3)c(=O)n(C)c1=O	-19	i	i	i	4	0.1	i	-26	i	1	i
6	O=S(=O)(Nc1ccc(-c2nc3cccnc3s2)cc1)c1ccc(Cl)s1	-121	i	i	i	5	2.2	i	-98	i	33	i
7	CCOc1ccc(CSCCNC(=S)Nc2ccc(OC)cc2)cc1	25	i	i	i	9	-0.5	i	-8	i	1	i
8	Cc1cccc(N2CC(C(=O)Nc3nc4ccc(S(C)(=O)=O)cc4s3)CC2=O)c1C (stereo unspecified)	16	i	i	i	-2	-0.3	i	3	i	-1	i
9	CC1CCCN(CC(=O)Nc2cc(Cl)ccc2Oc2ccccc2)C1 (stereo unspecified)	12	i	i	i	1	-0.6	i	-4	i	22	i
10	CCOc1ccccc1NC(=O)NC(=O)N(C)S(C)(=O)=O	-9	i	i	i	4	1.7	i	1	i	-4	i
11	COC(c1ccccc1)c1nnc(CCC(=O)N2CCN(C3CCCC3)CC2)o1 (stereo unspecified)	2	i	i	i	-6	-0.5	i	-52	-6.3*	2	i
12	Cc1onc(-c2ccccc2Cl)c1C(=O)Nc1c(C)n(C)n(-c2ccccc2)c1=O	-3	i	i	i	6	0.0	i	0	i	-5	i
13	O=[N+]([O-])c1ccc(Sc2ncccn2)c([N+](=O)[O-])c1	-28	i	i	i	2	1.2	i	-15	i	-1	i
14	CCn1c(O)c(/C=N/N=C2CCCCC2)c2cc(C3=NNC(=O)CC3)ccc21	20	i	i	i	2	-0.7	i	16	i	0	i
15	O=C(NCCCN1CCOCC1)c1cc2ccccc2o1	16	i	i	i	-6	0.2	i	-51	i	3	i
16	COc1cc(C(=O)CSc2nccn2C)cc(OC)c1OC	-22	i	i	i	-8	0.3	i	-3	i	1	i
17	CC(=O)N1c2ccc(S(=O)(=O)N(C)c3cc(C)ccc3C)cc2CC1C (stereo unspecified)	4	i	i	i	9	0.4	i	-62	i	-2	i
18	COc1ccc(C)cc1NC(=O)CN1CCN(S(=O)(=O)c2ccc(Br)cc2)CC1	32	nt	nt	nt	-6	0.1	nt	0	i	19	nt
19	Cc1cc(NC(=O)c2cc(F)c(F)cc2Cl)no1	8	i	i	i	0	0.5	i	-3	i	-3	i
20	CCNc1nc(-c2ccc(OC(F)F)cc2)c(C)s1	-72	i	i	i	4	3.2	i	-9	i	3	i
21	CC1(C)CC(=O)c2sc(NS(=O)(=O)Cc3ccccc3)nc2C1	-63	i	i	i	-9	1.2	i	-45	i	4	i
22	CCCOC(=O)c1ccc(Oc2c(-c3ccc(OCC)cc3O)n[nH]c2C)cc1	31	i	i	i	3	-1.1	i	-3	i	62*	i
23	O=C(NC(=S)NCCCN1CCOCC1)c1ccc([N+](=O)[O-])cc1	12	i	i	i	1	0.1	i	-36	i	7	i
24	CCn1ccc(C(=O)NCc2ccc3c(c2)OCO3)n1	-3	i	i	i	3	-1.1	i	-20	i	12	i
25	O=C(NCC1CCCO1)c1csc2c1CCCCC2 (stereo unspecified)	13	i	i	i	-1	-0.1	i	-27	i	1	i
26	Cn1c(SCc2ccccc2[N+](=O)[O-])nnc1-c1cccnc1	-68	i	i	i	6	1.1	i	-15	i	-1	i
27	Cc1cc(N2C(=O)C3C4C=CC(C4)C3C2=O)ccc1NC(=O)c1cccs1 (stereo unspecified)	27	i	i	i	-11	-0.3	i	7	i	-1	i
28	COc1ccc(C(C)(C)C)cc1NC(=O)COC(=O)c1cnc(C)cn1	-30	i	i	i	2	-0.2	i	-5	i	-5	i
29	Cc1ccc(CNC(=O)C2c3ccccc3C(=O)N3CCc4ccccc4C23)o1 (stereo unspecified)	-50	i	i	i	-3	0.0	i	4	i	-1	i
30	Cc1ccc(C2NC(=S)NC3=C2C(=O)CC(C)(C)C3)cc1 (stereo unspecified)	18	i	i	i	-5	0.0	i	-2	i	-3	i
31	CCC(=O)Nc1ccc2c(c1)ncn2-c1ccccc1C	18	i	i	i	4	-0.3	i	22	i	-1	i
32	O=S(=O)(NC1CC1)c1ccc(S(=O)(=O)N(Cc2ccccn2)C2CC2)cc1	9	i	i	i	6	0.2	i	14	i	7	i
33	CSc1cccc(-c2nnc(NC(=O)c3cccc(N4C(=O)CCC4=O)c3)o2)c1	-20	i	i	i	nt	-0.3	i	nt	-4.5*	85*	i
34	Cc1c(OCC(=O)N2CCC(C(=O)NCCCC(=O)O)CC2)ccc2c1oc(=O)c1ccccc12	-2	i	i	i	5	0.0	i	4	i	-1	i
35	O=C(NCc1ccccc1)C12CN(Cc3ccccc3)CC1C(c1cccc([N+](=O)[O-])c1)=NO2 (stereo unspecified)	17	i	i	i	-6	-0.2	i	-37	i	19	i
36	COc1ccc(-c2cc(C(F)(F)F)nc(SCCC(=O)Nc3cc(C)on3)n2)cc1	-8	i	i	i	4	0.0	i	10	i	2	i
37	O=C(/C=C/c1ccccc1)OCC(=O)c1ccc[nH]1	-40	i	i	i	nt	1.1	i	nt	i	-8	i
38	O=C(CSc1nnc(-c2cccs2)n1Cc1ccccc1)N1CCc2ccccc2C1	-10	i	i	i	3	-0.9	i	11	i	-3	i
39	COCCN(C(=O)COC(=O)C12CC3CC(CC(Cl)(C3)C1)C2)c1c(N)n(Cc2ccccc2)c(=O)[nH]c1=O	-3	i	i	i	nt	0.4	i	nt	i	-2	i
40	CC(=O)c1ccc(NC(=O)c2noc(C(C)C)c2[N+](=O)[O-])cc1	-29	i	i	i	-7	1.0	i	-20	i	4	i
41	CCOC(=O)c1cnc(-c2ccccc2)nc1Oc1cccc(Cl)c1	nt	i	i	i	-2	nt	i	-38	i	-9	i
42	O=[N+]([O-])c1cc(-c2ccc(C(=S)N3CCOCC3)o2)ccc1Cl	-72	i	i	i	-2	0.3	i	5	i	3	i
43	Cc1oc(-c2ccccc2F)nc1CS(=O)CC(=O)NCc1ccc(Cl)cc1 (stereo unspecified)	6	i	i	i	1	0.1	i	-3	i	0	i
44	CN1CCN(NC(=O)c2cc(-c3cccc(Cl)c3)nc3ccccc23)CC1	0	i	i	i	-4	0.1	i	-12	i	3	i
45	CCCCCC(=O)NC(Cc1ccc(OC)c([N+](=O)[O-])c1)C(=O)O (stereo unspecified)	-1	i	i	i	4	0.2	i	1	i	4	i
46	CCOc1cccc(NC(=O)c2cnccc2C(F)(F)F)c1	-3	i	i	i	9	0.3	i	-12	i	-4	i
47	CC(C)N(C(=O)Cn1cc(S(=O)(=O)CC(=O)NCc2ccc(F)cc2)c2ccccc21)C(C)C	6	i	i	i	4	0.5	i	10	i	-1	i
48	O=C(COC(=O)c1cc(NS(=O)(=O)c2cccs2)ccc1O)Nc1ccccc1	23	i	i	i	6	-0.2	i	0	i	0	i
49	CC(=O)NC(CSC(CC(=O)c1ccco1)c1ccc(C)cc1)C(=O)O (stereo unspecified)	-90	i	i	i	0	0.8	i	-18	i	-3	i
50	CCCOC(=O)C1=C(C)NC2=C(C(=O)CC(C)(C)C2)C1c1ccc(N(C)C)cc1 (stereo unspecified)	31	i	i	i	2	-0.3	i	-23	i	-2	i

Later entries.
no.	canonical_smiles	aSyn UTR inh	TRPC4 act	TRPC4 inh	TRPC6 act	IEC-6 tox	HIF activator	TRPC4 PAM	KLF5 inh	MrgX1 antagonist	SKKanGAS inh	TRPC6 inhibitor
51	CC(C)C[C@H](NC(=O)NCc1ccc(F)cc1)C(=O)O	5	i	i	i	0	-0.1	i	-10	i	-2	i
52	c1ccc2c(c1)CC(N1CCCCC1)c1ccccc1S2 (stereo unspecified)	90*	i	i	i	nt	-0.1	i	nt	i	-8	i
53	COc1cc(CNCc2cc(OC)ccc2OC)cc(OC)c1	12	i	i	i	2	1.5	i	-35	i	-2	i
54	C#Cc1ccc([C@H]2C=C(C(=O)OCC=C)O[C@@H](OCCCCO)C2)cc1	-3	i	i	i	nt	0.2	i	nt	i	2	i
55	Cc1ccc(NC2CCCN(C(=O)CCc3cn[nH]c3)C2)cc1C (stereo unspecified)	-2	i	i	i	-8	-0.3	i	-27	i	-4	i
56	COc1ccc(OCCCC(=O)N2CCN(S(=O)(=O)c3cccc(F)c3)CC2)cc1	6	i	i	i	nt	-0.1	i	nt	i	4	i
57	CS(=O)(=O)N1CCC(C(=O)Nc2cccc(Cl)c2)CC1	12	i	i	i	-3	0.3	i	2	i	7	i
58	CCn1c(C)cc(O)c(C(=O)Nc2cccc(Cl)c2)c1=O	-96	i	i	i	2	2.2	i	-40	i	2	i
59	Cc1ccc(C)c(N(C(=O)CS(=O)CC(=O)Nc2ccc3c(c2)OCO3)C(C)C(=O)NC2CCCC2)c1 (stereo unspecified)	8	i	i	i	-4	0.6	i	-18	i	-2	i
60	COc1ccc(N2CCN(C(=O)CNC(=O)c3cn(-c4ccccc4OC)c(=O)c4ccccc34)CC2)cc1	14	i	i	i	6	-0.4	i	1	i	0	i
61	O=C(O)c1ccccc1C(=O)NCCCCCCNC(=O)c1ccccc1C(=O)O	19	i	i	i	3	-0.7	i	-39	i	-1	i
62	Cc1ccc(S(=O)(=O)N(C)C)cc1NC(=O)CSc1nncs1	-4	i	i	i	nt	0.1	i	nt	i	-2	i
63	COC(=O)Cc1[nH]n(-c2nc3ccccc3s2)c(=O)c1C(C)=Nc1ccc(C)cc1	98*	i	i	i	-2	-5.7	i	-14	i	44	i
64	O=C(CCN1C(=O)c2ccccc2C1=O)Nc1ccncc1	7	i	i	i	2	-0.4	i	-39	i	0	i
65	O=C(COC(=O)Cc1ccc(S(=O)(=O)N2CCCCC2)s1)Nc1ccc2c(c1)OCO2	-2	i	i	i	-6	25*	i	-12	i	4	i
66	Cn1nc(C(F)(F)F)c(C#N)c1N1CCN(c2ccccn2)CC1	16	i	i	i	-1	0.5	i	-16	i	-4	i

An unsorted share of the library. About 5.8% of those tested had a hit in this group.
